Screening results as filed in PubChem BioAssay.
H9c2 protect – protects H9c2 cardiomyocytes from peroxide injury | H2O2 injury protection, ATPLite, 2 h | protection from H2O2 cell death, % at 20 µM | 0.63% of 360,000 active | AID 588492;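 active = compounds giving at least 50% protection of heart cells from peroxide-induced death in the single-dose screen, raw or plate-pattern-corrected value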;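 also: 0% = DMSO wells with peroxide and 100% = DMSO wells without peroxide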
aDG glyco act – alpha-DG glycosylation activation. activation, % at 10 µM. 0.22% of 360,000 active. Pro5-aDG cells, alpha-DG glycosylation AlphaScreen (IIH6); 0% Pro5, 100% B10-LARGE cell signal. AID 624168;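 active = activation of at least 8% versus controls, or a plate z-score of at least 8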;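 also: Pro5 are CHO cells carrying HIG-tagged alpha-DG that lacks glycosylation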
ABCB6 inh MLPCN – blocks the human ABCB6 transporter; Q9NP58; K562-ABCB6 porphyrin accumulation, flow cytometry, 1 h; stronger effect = lower value; AID 602162; fluorescence ratio to DMSO, % at 10 µM; 0.19% of 360,000 active;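 active = fluorescence ratio to DMSO below 75%, the collection mean minus 3 SD; inconclusive = too few cells collected in the well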;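 also: signal is porphyrin accumulated inside mitochondria; 100% equals median channel fluorescence of DMSO control wells; lower ratio means ABCB6 inhibition with less porphyrin fluorescence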
MC4R antagonist – human MC4R antagonism in cAMP assay; P32245; MC4R-expressing cells, MTII-stimulated cAMP, LANCE TR-FRET; inhibition, % at 6.5 µM; 0.48% of 360,000 active;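 active = inhibition above its plate's cutoff, the mean of tested wells on that plate plus 3 SD, cut at about 29% in these data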;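 also: 0% = Melanotan II alone and 100% = Melanotan II plus saturating MCL0020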
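System: U2OS cells stably expressing human melanocortin 4 receptor (MC4R). Reagent: Melanotan II challenge after compound preincubation. Doses: 6.5 µM. Times: 30-min compound, 1-h challenge, 1-h detection, room temperature. Measured by: TR-FRET with Eu-cAMP and labeled anti-cAMP, 671 nm. Replicates: singlicate.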
PDI inh – PDI (human) enzyme inhibition | P07237 | PDI insulin aggregation turbidity, A650, 90 min | inhibition, % at 10 µM | 0.052% of 350,000 active | AID 588391;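 active = mean inhibition across replicates of 30% or more, whatever share of single replicates reach that level; inconclusive = mean inhibition below 30% while every single replicate reaches 30%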;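 also: absorbance from insulin aggregation driven by PDI reduction with DTT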
N-glyco inh – N-linked glycosylation inhibition; AID 588692; D54 ERlucT glycosylation luciferase reporter, 24 h; percent of 100 nM tunicamycin response; reporter increase, % at 12.5 µM; 0.23% of 360,000 active;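 active = mean luciferase reporter signal, scaled so untreated is 0 and the glycosylation-blocking control 100, at or above a set limit in every replicate; inconclusive = mean reaches the limit but not every replicate does; inactive = mean below the limit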;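 also: luciferase carries N-glycosylation sites so blocking glycosylation raises the light; 0% = median of neutral control wells and 100% = median of 100 nM tunicamycin wells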
CaV13 FRET inh – Primary screen for inhibitors of IQ motif and Ca2+-dependent inactivation inhibitor domain binding in CACNA1D, Förster resonance energy transfer in living cells, … | HEK cells, CFP/YFP FRET ICDI-IQ, plate reader, 10 min; percent FRET-ratio fall versus neutral wells | inhibition, % at 12.3 µM | 0.098% of 340,000 active | AID 743397;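 active = mean replicate inhibition of at least 30% and at least 1% of replicates passing that level; inconclusive = only one of the two criteria is met; inactive = neither criterion is met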;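 also: 0% = median of the neutral control wells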
Vif inh – inhibitors of HIV Vif. HEK293T cells, Vif self-association by quenched fluorescence, imaging, 24 h. AID 602346. inhibition, % at 7.49 µM. 0.35% of 340,000 active; in the data active = inhibition above about 50%, passing the limit was not always enough; inconclusive = no clear call, values can overlap the other calls; inactive = below about 31%; also: some results filed as inactive read as strong as hits
HTR2A ag – agonists of mouse serotonin 5-HT2A receptor (HTR2A) | CHO-K1 mHTR2A beta-arrestin complementation, luminescence; percent of 30 µM serotonin response | activation, % at 7.6 µM | 0.66% of 360,000 active;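 active = activation above a run cutoff, the mean activation of all tested compounds plus 3 SD, cut at about 14% in these data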;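 also: 0% = plate median of compound wells and 100% = 30 µM serotonin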
MC4R barr agon – activates human MC4R beta-arrestin recruitment. P32245. U2OS MC4R beta-arrestin complementation, luminescence; percent of melanotan II response, DMSO zero. activation, % at 8.9 µM. 0.98% of 360,000 active. AID 540308;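 active = activation above a per-plate cutoff, the mean activation of sample wells on that plate plus 3 SD, cut at about 8% in these data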
Active calls of the source: *; ? = inconclusive; . = not tested or not shown.

SMILES	H9c2 protect	aDG glyco act	ABCB6 inh MLPCN	MC4R antagonist	PDI inh	N-glyco inh	CaV13 FRET inh	Vif inh	HTR2A ag	MC4R barr agon
COc1ccccc1-n1c(C)nnc1SCC(=O)Nc1cccc(C(C)=O)c1	8.0	0.1	94.0	-6.1	2.0	-1.1	-8.4	-5.1	0.3	-3.6
Cc1ccc(CNC(=O)Cn2cccc2C(=O)c2ccccc2C)cc1	1.6	0.3	93.0	5.9	12.1	1.0	-4.3	-4.2	-3.4	-1.9
Cc1cccc(C)c1NC(=O)c1c(O)c2ccccc2[nH]c1=O	16.9	-0.2	93.0	-0.8	2.2	1.0	-4.3	-7.2	1.0	2.9
O=c1cc(CN2CCN(c3cccc(Cl)c3)CC2)c2cc3c(cc2o1)CCCC3	-6.3	0.0	102.0	0.6	6.1	-2.9	-8.9	12.3	-7.9	-2.6
NC(=O)c1cc(C(=O)c2cccc(Cl)c2Cl)c[nH]1	2.2	0.2	94.0	-4.7	8.1	0.4	-6.3	16.2	-1.6	-2.5
CCc1cc2cccc(C)c2nc1SCC(=O)NNC(=O)c1ccco1	13.4	0.1	97.0	4.1	8.2	-1.6	.	15.5	-1.0	0.1
Clc1ccc(/C=N/Nc2ncnc3ccccc23)cc1Cl	35.2	0.8	102.0	6.7	-0.7	1.2	-4.9	-9.7	0.1	0.8
COc1ccc(NC(=S)NC(=O)Cc2ccccc2)cc1	-5.5	0.0	95.0	0.5	1.2	1.0	-19.1	-3.8	3.4	0.2
CC(=O)c1ccc(NC(=O)c2ccc3snnc3c2)cc1	1.1	-0.2	102.0	0.6	-3.5	-2.1	-5.2	-5.7	-3.4	-1.5
CCCCN(C(=S)Nc1ccccc1)C1CCS(=O)(=O)C1 (centres undefined)	-0.4	0.1	102.0	4.8	4.2	1.0	-6.8	2.6	-1.8	2.4
CC(=O)Nc1ccc(OC(=O)c2cc3ccccc3oc2=O)cc1	-14.5	-0.1	97.0	6.0	6.5	2.4	.	-0.9	-1.7	-2.2
CCn1c(-c2cc(C3CC3)nc3ccccc23)n[nH]c1=S	7.4	-0.3	94.0	16.5	-8.8	-2.2	-18.2	0.0	-1.0	-0.9
O=C(O)CSc1ncccn1	9.8	0.1	98.0	3.9	-2.1	0.3	-14.7	-0.9	-2.7	-2.9
Cc1ccccc1S(=O)(=O)NC(=O)C1(C)CCN1C(=O)C1(c2ccc(Cl)cc2)CCC1 (centres undefined)	-1.1	-0.1	93.0	20.1	-7.1	-1.3	-4.8	-8.4	7.5	-0.6
CC(CS(=O)(=O)c1ccc2c(c1)NC(=O)CS2)C(=O)NCc1ccccc1Cl (centres undefined)	9.1	0.4	94.0	2.3	7.2	-3.2	-7.0	-1.8	-4.2	-2.4
CC(C)CN1C(=O)C(=O)N(CC(=O)N(C)CC(=O)Nc2ccc(Cl)c(C(F)(F)F)c2)C1=O	-8.9	0.2	83.0	0.8	7.7	1.3	-6.0	5.0	1.3	1.7
O=C(CN1C(=O)/C(=C/c2ccccc2F)SC1=S)NC1C=CS(=O)(=O)C1 (centres undefined)	0.7	-0.1	95.0	5.7	4.7	-3.0	-1.8	-1.1	-2.0	-1.9
CC1OC(OC2C(Oc3c(-c4ccc(O)cc4)oc4cc(O)cc(O)c4c3=O)OC(COC3O[C@@H](C)[C@H](O)[C@@H](O)C3O)C(O)C2O)C(O)C(O)C1O (some centres undefined)	-2.5	0.2	95.0	7.3	.	-0.3	.	-4.7	0.9	-1.9
COc1ccc(-c2nn(-c3ccccc3)cc2C(=O)N(C)CC(=O)Nc2ccccc2Br)cc1	-8.2	-0.2	97.0	3.3	-0.3	-2.0	-3.2	?	-0.5	-1.6
CN(C)c1ccc(NC(=O)CSc2nc3c(c(=O)[nH]2)CCCC3)cc1	34.5	-0.1	101.0	7.0	-1.5	3.4	-6.0	-5.2	0.8	0.9
COC(=O)c1nnn(-c2nonc2N)c1CN1CCc2ccccc21	5.1	0.1	109.0	2.5	-2.9	12.8	-0.1	-9.3	1.0	-0.6
O=C(OCC(=O)N1CCc2ccccc2C1)c1ccc(Cl)c([N+](=O)[O-])c1	2.3	0.0	98.0	10.3	-4.1	0.8	-6.1	12.7	-2.2	-3.9
O=C(c1cc2c(s1)-c1ccccc1OC2)N1CCc2ccccc2C1	-22.7	1.8	100.0	5.8	-12.8	-0.7	-5.3	18.9	-0.6	0.3
COc1ccc(CSC2=CS(=O)(=O)c3ccccc3N2)cc1	0.5	0.2	99.0	-3.3	1.1	-3.5	-5.3	-10.2	0.3	-3.0
CCNC(=S)N/N=C(\C)c1cccc([N+](=O)[O-])c1	-2.4	0.2	95.0	3.7	-9.0	0.9	-4.5	15.4	-1.5	2.2
COc1cc2[nH]c(=O)n(Cc3ccc(C(=O)NCCCN4CCC(C)CC4)cc3)c(=O)c2cc1OC	1.7	-0.4	105.0	-1.3	-2.6	-1.9	-5.8	3.5	-0.3	-1.9
NC(=O)CSc1nnc(CSc2ncccn2)n1-c1ccccc1	3.6	0.6	100.0	5.7	-9.2	0.9	0.4	-2.2	0.3	-3.1
O=C(CCC1CCCC1)Nc1ccc(Br)cn1	-0.3	0.1	99.0	-2.1	0.8	1.9	-4.1	.	-6.5	2.5
CC1(C)C(=O)OC(C(=O)c2ccc(C(C)(C)C)cc2)C(C)(C)C1=O (centres undefined)	-10.4	0.0	99.0	10.2	3.1	2.8	.	4.0	0.8	0.7
C[C@H]1CN(S(=O)C(C)(C)C)[C@H](CCO)/C1=C\c1ccccc1 (some centres undefined)	-3.2	-0.3	99.0	0.3	2.5	1.0	-2.8	7.7	3.5	2.0
CCOC(=O)C1(Cc2cccc(Cl)c2)CCCN(C(=O)c2cnn(CC)c2)C1 (centres undefined)	1.7	0.1	102.0	-1.1	-0.8	4.0	-6.4	-1.0	6.7	-0.8
Cc1cc(C)n(CCOc2nonc2N)n1	-2.1	-0.1	116.0	7.8	-3.0	0.8	-5.4	4.5	-1.0	0.9
O=[N+]([O-])c1ccc(CN2[C@H](COCc3ccccc3)[C@@H](N3CCCC3)CS2(=O)=O)cc1	1.2	-0.2	96.0	.	.	-0.4	.	.	1.1	.
Cc1csc(NC(=O)C2CCN(C(=O)CSc3nnc(C)n3Cc3ccccc3)CC2)n1	-3.7	-0.1	95.0	3.3	-11.4	1.2	-4.2	-2.6	6.9	-1.3
Cc1cc(C(=O)COc2ccccc2[N+](=O)[O-])c(C)n1-c1cccc(S(=O)(=O)N2CCOCC2)c1	-13.2	3.3	88.0	7.1	-4.8	-16.1	-5.8	3.3	-1.1	-1.9
COc1cc(OC)c(NS(=O)(=O)c2cc3[nH]c(=O)c(=O)[nH]c3cc2C)cc1Cl	-3.4	0.3	99.0	2.0	-3.2	-0.8	-6.2	-8.5	-11.1	-1.0
CCCCc1nnc(NC(=O)c2ccc3c(=O)n4c(nc3c2)CCC4)s1	-1.1	-0.1	98.0	7.1	-0.7	-1.4	-6.1	.	2.3	-4.6
CCCCCCC1CC(C)(/C(C)=N/NC(N)=O)OC1=O (centres undefined)	-0.2	0.6	99.0	2.2	3.6	1.4	-6.2	1.7	0.9	-0.8
CCOC(=O)c1cnc2nc(NCc3ccc(OCc4ccccc4)cc3)[nH]n2c1=O	1.3	-0.1	95.0	-1.4	1.8	1.6	-6.1	3.9	-4.2	-2.5
Cc1cc(-c2csc(NC(=O)c3ccc(=O)n(C)n3)n2)c(C)n1CC1CCCO1 (centres undefined)	-5.4	0.3	96.0	0.2	-4.6	0.6	.	-3.0	1.2	-1.9
Cn1nnnc1SCC(=O)Nc1ccc(Cl)cn1	0.0	0.2	99.0	4.1	0.5	2.2	-10.9	-2.7	5.8	-2.8
CCOc1ccc(NC(=O)c2ccc3c(SCC(=O)O)c4c(nc3c2)CCCC4)cc1	2.5	-0.4	96.0	4.2	2.2	0.0	-4.7	6.5	1.3	-1.9
CC(C)N(CC#CCC(O)(c1ccccc1)c1ccccc1)C(C)C	-3.6	-0.2	98.0	4.3	0.2	-2.4	-4.0	-5.6	-4.2	-2.4
CC(=O)NC(=S)Nc1ccc(NC(=O)c2cccs2)cc1	-0.1	0.1	102.0	9.0	2.3	-3.0	-4.5	-3.2	-2.0	-0.6
CCCN1CCC2(CC1)NC(C(=O)O)Cc1c2[nH]c2ccccc12 (centres undefined)	-2.6	-0.2	101.0	8.6	-4.5	0.7	.	.	-8.1	0.1

5 entries out of the list, ordered by heavy-atom count, high to low:
SMILES	H9c2 protect	aDG glyco act	ABCB6 inh MLPCN	MC4R antagonist	PDI inh	N-glyco inh	CaV13 FRET inh	Vif inh	HTR2A ag	MC4R barr agon
Cc1cc(C(=O)COc2ccccc2[N+](=O)[O-])c(C)n1-c1cccc(S(=O)(=O)N2CCOCC2)c1	-13.2	3.3	88.0	7.1	-4.8	-16.1	-5.8	3.3	-1.1	-1.9
CCOc1ccc(NC(=O)c2ccc3c(SCC(=O)O)c4c(nc3c2)CCCC4)cc1	2.5	-0.4	96.0	4.2	2.2	0.0	-4.7	6.5	1.3	-1.9
CC(C)N(CC#CCC(O)(c1ccccc1)c1ccccc1)C(C)C	-3.6	-0.2	98.0	4.3	0.2	-2.4	-4.0	-5.6	-4.2	-2.4
CC(=O)NC(=S)Nc1ccc(NC(=O)c2cccs2)cc1	-0.1	0.1	102.0	9.0	2.3	-3.0	-4.5	-3.2	-2.0	-0.6
Cc1cc(C)n(CCOc2nonc2N)n1	-2.1	-0.1	116.0	7.8	-3.0	0.8	-5.4	4.5	-1.0	0.9

Further entries follow:
SMILES	H9c2 protect	aDG glyco act	ABCB6 inh MLPCN	MC4R antagonist	PDI inh	N-glyco inh	CaV13 FRET inh	Vif inh	HTR2A ag	MC4R barr agon
[O-][n+]1c2ccccc2cc2ccccc21	-7.7	1.1	101.0	-3.9	5.4	4.9	-2.3	-2.5	0.8	0.0
COc1ccc(C(C)NS(=O)(=O)Cc2ccccc2)cc1 (centres undefined)	6.1	0.4	95.0	1.3	-3.7	-0.7	-10.1	-3.7	-0.1	2.5
Cc1cc(C)c(/C=C2\C(=O)Nc3ccccc32)[nH]1	-29.4	-0.2	129.0	9.3	2.8	1.0	-11.7	.	10.7	5.8
O=C(N=Nc1c(O)[nH]c2ccccc12)c1cccc(S(=O)(=O)Nc2ccccc2Cl)c1	-2.2	-0.3	98.0	10.9	7.0	-0.1	-3.3	1.8	-1.8	0.3
O=C(O)/C=C1\NC(=O)c2ccccc21	-1.9	-0.3	94.0	4.4	13.3	1.1	.	27.4	1.3	-1.3
O=C(O)CCC(=O)N1CCN(c2ccc(C(=O)c3ccc(F)cc3)cc2)CC1	-6.3	0.1	94.0	-6.3	3.8	0.3	.	-14.5	3.2	-0.7
CCOc1cccc(C(=O)Nc2ccccc2N2CCN(C(=O)C(C)C)CC2)c1	4.5	0.2	99.0	0.9	2.7	2.6	-4.3	-6.4	-5.3	-1.6
